From PubChem
KDM5B inhibitor = blocks human KDM5B histone demethylase activity | AID 1347165 | KDM5B demethylase, FDH-coupled NADH fluorescence (FDH is formaldehyde dehydrogenase) | Potency, µM (doses to about 57.7 µM), inactives show top-dose activity change, negative = inhibition, usual class: inhibitors | 2.6% of 220,000 active; active = well fitted inhibition curve with a large enough effect; inconclusive = small, poorly fitted or top-dose-only effect; inactive = no such curve, though single readings can be large or run the other way; note: 0% is about no effect; nearly all actives have a fitted effect of over 70% in size
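qHTS format, multiple compound concentrations. Buffer 50 mM HEPES pH 7.5/0.01% Tween-20; 200 nM KDM5BΔAP final; 10 min compound preincubation; substrate-mix levels 12.5 µM peptide, 25 µM α-KG, 0.25 mM NAD⁺; 30 min RT; ΔRFU.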
* = called active by the depositor; i = inactive; ? = inconclusive; & = joins results of further samples; [ ] = another dose, or the depositor's remark. Potency is the fitted concentration of half-maximal effect. A portion of the library (hit frequency here may not be typical).

SMILES	KDM5B inhibitor
O=C(/C(Cl)=C/NCc1ccccn1)C(F)(F)F	-23%
CC(=O)c1cc(C(=O)Nc2cc(C)cc(C)c2)c2ccccn12	?
O=[S+]([O-])(c1cccc(C(F)(F)F)c1)N1CCC2(CCN(Cc3cccs3)c3ccccc3O2)CC1	11µM*
CC(C)n1cc(CN2CCC(Oc3ccc(C(=O)N4CCCC4)cc3)CC2)cn1	24%
Fc1ccc(-c2ccc3ncc(Nc4cc(F)cc(N5CCOCC5)c4)n3n2)cc1	-30%[86.2 µM]
COc1ccc(-c2c(C#N)c(SCC(=O)Nc3ccccc3C)nc(C)c2C(=O)Nc2ccc(Cl)cc2)cc1	?
COC(=O)CCN(C)CC1CCCO1 (stereo not drawn)	2%
Cc1oc(-c2cccs2)nc1CC(=O)NCc1ccc(CN2CCCCC2)cc1	?
Cc1ccc(S(=O)(=O)Oc2ccc3c(C(F)(F)F)cc(=O)oc3c2)c(C)c1	2%
COc1cccc(NC(=O)c2ncoc2-c2ccc(C)s2)c1	?

In a second layout: entries from further up.
KDM5B inhibitor	Structure
-30%[86.2 µM]	Fc1ccc(-c2ccc3ncc(Nc4cc(F)cc(N5CCOCC5)c4)n3n2)cc1
?	COc1ccc(-c2c(C#N)c(SCC(=O)Nc3ccccc3C)nc(C)c2C(=O)Nc2ccc(Cl)cc2)cc1

The listing continues.
SMILES	KDM5B inhibitor
CCOc1ccc(NC(=O)CSc2nc3ccccc3c(=O)n2CCC(=O)NC2CCCCC2)cc1	-20%
Oc1ccc(NCCN2CCCC2)cc1	?
O=C(CCN1C(=O)NC2(CCCC2)C1=O)Nc1cccc2cccnc12	-4%
CC(=O)c1c(C)n(-c2ccccc2C)c2ccc(O)cc12	6%
O=C(Nc1nc(-c2ccc(-c3ccccc3)cc2)cs1)C1CCN(C(=O)c2ccoc2)CC1	3%
O=C(COc1ccccc1C(=O)Nc1ccccc1)NC1CC1	14%
O=C(CCn1c(=O)oc2cc(Cl)ccc21)Nc1cccc(-c2nnc3n2CCCCC3)c1	19%
Cc1ccc(N2CC(c3noc(-c4cc(F)cc(F)c4)n3)CC2=O)cc1 (stereo not drawn)	-12%
O=C(Cc1ccc(OC(F)(F)F)cc1)NCc1nnc2ccc(-c3ccc(F)cc3)nn12	?
COCc1c(C(=O)Nc2ccc(S(=O)(=O)C(F)F)cc2)oc2ccccc12	?
Cc1cccc(OC[C@H]2C[C@@H](NC(=O)Nc3ccccc3)[C@H](O)[C@@H]2O)n1	?
c1cncc(CN2CC[C@H](c3nnc(Cc4c[nH]c5ccccc45)o3)C2)c1	-7%[86.2 µM]
CC(=O)c1c(C)n(-c2ccc(C)cc2C)c2ccc(O)cc12	11%
O=C(CN(c1ccccc1F)S(=O)(=O)c1ccccc1)NCCN1CCOCC1	9%
O=C(Nc1ccc(F)cc1F)N[C@H]1C[C@H]2C(=O)NC[C@@H](CCC(=O)N3CCCCC3)N2C1	-33%
COc1ccc(CNC(=O)N2CCN(S(=O)(=O)c3ccc(C)cc3C)CC2)cc1	-1%
NS(=O)(=O)c1ccc(CCNC(=O)c2cc(-c3ccc[nH]3)n[nH]2)cc1	1%
Cn1c(Oc2cccc(Cl)c2)nc2c1c(=O)n(Cc1ccccc1Cl)c(=O)n2C	-7%
CC(Cn1cccn1)NC(=O)c1cc(Cl)c2c(c1)OCCCO2 (stereo not drawn)	-12%
Cc1cc(C)c2sc(NC(=O)c3ccc(S(=O)(=O)N4CCOCC4)cc3)nc2c1	?
N#Cc1nc(COc2cccc(Cl)c2)oc1NCCc1ccccc1	-25%
CCOc1ccc(NC(=O)CCCN2C(=O)C(c3ccccc3)Oc3cccnc32)cc1 (stereo not drawn)	2%
O=C(O)C1CCc2nnc(C3CCN(C(=O)c4cccc(Cl)c4)CC3)n21 (stereo not drawn)	-26%[115 µM]
Cc1c(Cc2ccccc2)c(=O)oc2cc(OCC(=O)NCCCO)ccc12	i
COc1ccc2c(c1)NC(c1ccc(OCC(C)C)cc1)=NC(c1ccncc1)=N2	-5%
Cn1c(N2CCOCC2)c(C#N)c2ccccc21	7%
COc1nc(C(=O)N2CCOC(C)(C)C2)cc2ccccc12	17%
Cc1cccc(NC(=O)c2ccc(COc3ccccc3)o2)n1	-15%
COc1cccc(Oc2c(C(F)(F)F)oc3cc(OC)ccc3c2=O)c1	-12%
CCNC(=O)N1CCCOCCNC(=O)[C@@H]2CCC[C@@H]21	-16%
COc1cccc([S+](=O)([O-])N2CCC3(C2)N=C(c2ccccn2)C(=O)N3)c1 (stereo not drawn)	?
COc1ccccc1CC(=O)N1CCC2(CC1)N=C(c1ccc(Cl)cc1)NO2	?
COc1ccc(-c2c(-c3ccc(OCC(=O)NN)cc3O)n[nH]c2C)cc1	-18%
COC[C@@H]1CN(C(=O)c2n[nH]c3ccccc23)C[C@H]1c1nc(C)no1	17%
CC(C)(C)NC(=O)Cn1cc(S(=O)(=O)Cc2ccccc2Cl)c2ccccc21	-11%
CCCC(=O)Nc1ccc(C(=O)NCCc2ccccc2)cc1	2%
CCn1nc(C(C)C)cc1C(=O)NCCS(=O)(=O)N1CCCC1	-3%
Nc1nnnn1CC(=O)N/N=C/c1ccccn1	?
CN(C)C(=O)CNS(=O)(=O)c1cccc(F)c1	15%
CCCn1c(=O)c(C(=O)NNC(=O)c2cccc([N+](=O)[O-])c2)c(O)c2ccccc21	?
CC(C)CN1C(=O)CCc2cc(NC(=O)c3ccc(N(C)C)cc3)ccc21	?
COc1ccc(F)cc1[C@@H](NC(=O)C1=NNC(=O)CC1)C1CC(O)C1 (stereo partly drawn)	11%
CCOC(=O)c1c(C)[nH]c(C(=O)OCC(=O)OC)c1C	18%
COc1ccccc1-n1nc(-c2ccccc2)c2cnc3c(F)cc(F)cc3c21	-17%
COc1ccc(F)c(CN2CCCC(O)(CN3CCC(C)CC3)C2=O)c1 (stereo not drawn)	-10%
CCCn1nc(C(=O)NCC2CCCN2CC)c2ccccc2c1=O (stereo not drawn)	2%
O=C(Cn1nnc(-c2ccccc2Cl)n1)Nc1ccc(Br)cc1	-24%
CCOC(=O)c1cnc2c(Cl)c(Cl)ccc2c1NCCN1CCOCC1	-5%&-25%
COC[C@@H]1[C@H](NC(=O)c2cc(N3CCCCC3)ccc2Cl)[C@@H]2CCO[C@H]12	-17%
COc1ccc(C2Cn3nnc(C(=O)N4CCN(C(=O)c5ccc(C)cc5C)CC4)c3CO2)cc1 (stereo not drawn)	-14%

Four of the entries above in order of the KDM5B inhibitor value, ascending:
SMILES	KDM5B inhibitor
O=C(Cn1nnc(-c2ccccc2Cl)n1)Nc1ccc(Br)cc1	-24%
CCCn1nc(C(=O)NCC2CCCN2CC)c2ccccc2c1=O (stereo not drawn)	2%
COc1ccc(F)cc1[C@@H](NC(=O)C1=NNC(=O)CC1)C1CC(O)C1 (stereo partly drawn)	11%
CCOC(=O)c1c(C)[nH]c(C(=O)OCC(=O)OC)c1C	18%

Next part.
SMILES	KDM5B inhibitor
CC(OC(=O)/C=C/c1ccccc1)C(N)=O (stereo not drawn)	25%
COc1ccc(C(=O)Nc2ccc(-n3nncc3-c3ccccc3)cc2)cc1OC	-22%
c1ccc(-c2nc(CSc3nnnn3C3CCCCC3)co2)cc1	-10%
Cn1nccc1C(=O)N1C[C@@H](COc2ccccc2)[C@H](C(N)=O)C1	15%
O=C(CCC1CCN(C(=O)c2ccccc2)CC1)Nc1ccccc1F	-14%
COc1cc(OC)c(-c2cc(C(=O)NCc3ccc(F)cc3)c3c(-c4ccccc4)[nH]nc3n2)cc1OC	i
Cc1ccc2nc(N3CCN(C4CCCCC4)CC3)c(-n3nc(C)cc3C)nc2c1	?
COc1cccc(C(=O)N2CCCC(c3noc(COc4ccccc4)n3)C2)c1 (stereo not drawn)	22%
COc1cccc(CN2CCn3c(nnc3[C@@H]3C[C@@H](O)CN3Cc3cccnc3)C2)c1	0%
COc1cc2c(cc1OC)CN(C(=O)c1oc3ccc(F)cc3c1C)CC2	13%

Another view of part of the listing above.
KDM5B inhibitor,SMILES
22%,COc1cccc(C(=O)N2CCCC(c3noc(COc4ccccc4)n3)C2)c1 (stereo not drawn)
0%,COc1cccc(CN2CCn3c(nnc3[C@@H]3C[C@@H](O)CN3Cc3cccnc3)C2)c1
-10%,c1ccc(-c2nc(CSc3nnnn3C3CCCCC3)co2)cc1

(more compounds)
SMILES	KDM5B inhibitor
Cc1ccc(Nc2nnc(Cc3ccc(Cl)cc3)c(=O)[nH]2)cc1	15%
CCCCn1c(=O)[nH]c(=O)c2c1nc(CSc1nccn1-c1cc(C)cc(C)c1)n2C	-3%
O=C1Cc2cc(S(=O)(=O)N3CCCCC3)cc3c2N1CCC3	9%
Cc1ccc(-c2cc(N3CCCN(C(=O)c4ccco4)CC3)n[nH]2)cc1C	?
CCOc1ccc(NC(=O)CC2C(=O)N(c3ccccc3)C(=O)N2Cc2ccc3c(c2)OCO3)cc1 (stereo not drawn)	-1%
O=C(COc1ccc2ccc(=O)oc2c1)Nc1cccc2ccccc12	?
CCc1ccc(NC(=O)CSc2nc3c(oc4ccccc43)c(=O)n2-c2cccc(C)c2)cc1	-9%
O=C(c1ccccc1O)N1CCN(S(=O)(=O)c2ccc3ccccc3c2)CC1	15%
O=S(=O)(NCc1ccc(N2CCOCC2)nc1)c1cc(C(F)(F)F)cc(C(F)(F)F)c1	2%
Cc1cccc([C@H]2C[C@@H](O)[C@@H](O)[C@@H]2NCC(C)(C)O)c1	123%[activator][115 µM]
CN1CCN(C(=O)c2nn(C)c3c2CCCC3)CC12CCNC(=O)CC2 (stereo not drawn)	?
COc1ccccc1-n1c(SCC(N)=O)nc2sc3c(c2c1=O)CCC3	6%
CC(=O)c1ccc(C(=O)N(C)Cc2ccc(C)cc2C)s1	3%
CCCc1noc(-c2ccn3c(CNC(=O)c4cc(F)ccc4F)nnc3c2)n1	32µM*
Cc1ccc(CNC(=O)CCNS(=O)(=O)c2ccc3c(c2)oc(=O)n3C)cc1	-22%
COc1ccc(-c2cc3c(=O)n(CCNC(=O)c4ccc(C)c(F)c4)ccn3n2)cc1	?
Cc1cc(C)n(Cc2ccc(C(=O)N3C[C@@H](Oc4cccnc4)C[C@H]3C(N)=O)o2)n1	-10%
O=C(NCC1CCCOC1)c1cc(-c2ccncc2)nc2ccccc12 (stereo not drawn)	-26%
COc1cccc(S(=O)(=O)N2CCC3(CC2)CNC(C(=O)O)C3)c1 (stereo not drawn)	-22%
O=C(Nc1ccc([C@@H](O)[C@H]2COCC(=O)N2CCCc2ccccc2)cc1)C1CCC1	13%[86.2 µM]
Cc1ccc(C(C)C)c(OC(=O)c2ccc(-c3ccccc3)cc2)c1	10%
Cc1ccccc1C(=O)N/C(=C\c1ccc(O)cc1)C(=O)O	-9%
CCOc1ccc(S(=O)(=O)N2CCCN(C(=O)C3CC3)c3ccccc32)cc1	-10%
COc1ccc(NC(=O)c2cnc3c(c2)N(C(=O)Cc2cccc(C(F)(F)F)c2)CCC3)cc1OC	6%
CCN(CC)c1cc(C)c2cc(NC(=O)c3cc(OC)cc(OC)c3)ccc2n1	?
CCSc1ncc(Cl)c(C(=O)Nc2ccc(S(=O)(=O)N3CCCCC3CC)cc2)n1 (stereo not drawn)	?
O=C(O)CC(C(=O)O)C1CCCO1 (stereo not drawn)	-2%
O=S(=O)(c1ccc2c(c1)CCCN2)N1CCCC1	-1%
CCCNC(=O)N[C@@H]1C[C@H](Cn2cc(CN(C)C)nn2)[C@@H](O)[C@H]1O	-9%[86.2 µM]
CC(=O)c1cccc(NC(=O)CCc2nc(CSc3nc4ccccc4o3)no2)c1	-16%

Fetched one by one from the list above (5):
SMILES	KDM5B inhibitor
O=C(O)CC(C(=O)O)C1CCCO1 (stereo not drawn)	-2%
CCSc1ncc(Cl)c(C(=O)Nc2ccc(S(=O)(=O)N3CCCCC3CC)cc2)n1 (stereo not drawn)	?
Cc1ccccc1C(=O)N/C(=C\c1ccc(O)cc1)C(=O)O	-9%
CCCNC(=O)N[C@@H]1C[C@H](Cn2cc(CN(C)C)nn2)[C@@H](O)[C@H]1O	-9%[86.2 µM]
CCOc1ccc(S(=O)(=O)N2CCCN(C(=O)C3CC3)c3ccccc32)cc1	-10%

(further entries)
SMILES	KDM5B inhibitor
Cc1nc2n(c(=O)c1Cc1ccccc1)CN(Cc1ccccn1)CN2c1ccc(F)cc1	-19%
CCC1CN=C(Nc2cccc(C)c2)S1 (stereo not drawn)	9%
CCn1cc(S(=O)(=O)c2ccc(C)cc2C)c(=O)c2cc(F)c(N3CCCC3)cc21	?
O=C1NCCC[C@@H]1NC(=O)[C@H]1CN(C(=O)NC2CCCCC2)CCN1S(=O)(=O)c1ccc(F)cc1	-5%
Cc1cccc(OCC(=O)N2C[C@@H](CO)[C@H](c3ccccn3)C2)c1	22%
COc1ccccc1Nc1c2c(nc3ccc(NC(=O)c4ccc(OC)c(OC)c4)cc13)CCCC2	-12%
Cn1nc(C(=O)Nc2ccccc2C#N)c2c1-c1ccccc1SC2	1%
O=C1CCCc2cc(S(=O)(=O)NCC3CCC(C(=O)Nc4ccccc4F)CC3)ccc2N1 (stereo not drawn)	0%
COc1ccc(Cn2c(Oc3ccc(C)cc3)nc3c2c(=O)n(C)c(=O)n3C)cc1	5%
COc1ccccc1NC(=O)N1CCCC(Cn2cnc3cccnc32)C1 (stereo not drawn)	-4%
Cc1cc(C)c(NC(=O)Cn2nnc(C(=O)NCc3cccs3)c2N)c(C)c1	6%
COc1ccc(-c2c3c(=O)n(C)c(=O)n(C)c3c3n2CCOC3c2coc3ccccc3c2=O)cc1 (stereo not drawn)	?
CN1C(=O)[C@H]2CN(Cc3cc(F)cc(F)c3)C[C@H]2C1=O	18%
CCCN(CC(=O)Nc1ccccc1C(=O)c1ccccc1)Cc1nnc(-c2ccco2)o1	5%
O=C(c1ccc(C(F)(F)F)cc1)N1CCC(N2CCNC2=O)CC1	26%[115 µM]
